PGK inhibitor – T. brucei PGK inhibition. 380,000 compounds, 0.043% hits. Potency, µM (series often up to 57.5 µM), without a hit: at the highest dose activity change, negative = inhibition, usual class: inhibitors. PGK/GAPDH coupled, Kinase-Glo luminescence, 60 min. P07378; also: % is scaled to controls: 0 for no effect and ±100 for the full control effect; nearly all actives have a fitted effect of over 60% in size
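Recombinant glycosomal PGK reaction used 1,3-bisphosphoglycerate generated in-well by GAPDH (100nM final) in 100mM TEA pH 7.6, 5mM MgCl2, 0.01% Tween-20. After 60 minutes at room temperature, ATP was read by Kinase-Glo Plus luminescence end-point.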
Pin1 inhibitor – inhibitors of human Pin1; Potency, µM (highest dose often 115 µM), for the others: at the highest dose activity, negative = inhibition, hits mostly inhibitors; AID 504891; 390,000 compounds, 0.009% hits; Pin1 FP peptide displacement, HiFluor488, 10 min; active = well fitted inhibition curve with a large enough effect in the polarisation, with a control signal flat, not every such curve was filed as active; inconclusive = small, poorly fitted or top-dose-only effect, or effect the other way, or a change in a side signal; inactive = no such curve, though single readings can be large or run the other way; the % refers to the polarisation; also: % is scaled to controls: 0 for no effect and ±100 for the full control effect
BLM inh – blocks DNA unwinding by human BLM helicase; P54132; recombinant BLM DNA unwinding, fluorescence dequenching; Potency, µM (top dose mostly 56.1 µM), inactives show top-dose activity change, negative = inhibition, usual class: inhibitors; 350,000 compounds, 0.2% hits;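 also: plate controls were vehicle for no effect and no enzyme for full effect; nearly all actives have a fitted effect of over 35% in size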
G9a block – inhibitors of human histone lysine methyltransferase G9a; Q96KQ7; G9a H3K9 monomethylation, AlphaScreen, 2 h; Potency, µM (titrated, usually from 102 µM), for inactives: at the top dose activity, negative = inhibition, actives largely listed as inhibitors; 350,000 compounds, 8.8% hits; AID 504332; also: % is scaled to controls: 0 for no effect and ±100 for the full control effect; nearly all actives have a fitted effect of over 75% in size
Target sequence (Q96KQ7 913-1193 limits assumed): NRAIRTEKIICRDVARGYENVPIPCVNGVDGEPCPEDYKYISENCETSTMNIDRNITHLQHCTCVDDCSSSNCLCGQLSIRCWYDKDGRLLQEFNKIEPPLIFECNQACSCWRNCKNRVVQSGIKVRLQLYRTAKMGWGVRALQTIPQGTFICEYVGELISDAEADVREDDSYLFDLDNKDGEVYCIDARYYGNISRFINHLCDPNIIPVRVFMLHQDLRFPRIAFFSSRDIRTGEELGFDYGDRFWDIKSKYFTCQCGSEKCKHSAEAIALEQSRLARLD
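Compounds were preincubated with 20 nM G9a for 15 min, after which biotinylated H3K9 peptide (500 nM) and SAM (20 uM) started a 2 h room-temperature reaction. Monomethylated product was quantified by antibody-based AlphaScreen chemiluminescence.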
POLI inh – inhibitors of human DNA polymerase iota; Q9UNA4; Pol iota fluorescent replication assay, 10 min; Potency, µM (series often up to 115 µM), for inactives: top-dose activity, negative = inhibition, actives largely listed as inhibitors; 390,000 compounds, 1% hits; AID 588590
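Pol iota at 10 nM preincubated 15 min with compounds at room temperature; reaction started with fluorescent substrate, 50 nM final. Fluorescence read kinetically at 0 and 10 min; buffer-only wells as negative control.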
JMJD2A Tudor inh – inhibitors of human JMJD2A Tudor domain; 390,000 compounds, 4.4% hits; O75164; Potency, µM (top dose mostly 114 µM), for inactives: at the highest dose activity change, negative = inhibition, hits mostly inhibitors; AlphaScreen JMJD2A-Tudor / H3K4me3 peptide binding; also: % is scaled to controls: 0 for no effect and ±100 for the full control effect; nearly all actives have a fitted effect of over 50% in size
GLS inh – inhibitors of human glutaminase (GLS). Potency, µM (series often up to 45.5 µM), for the others: top-dose activity change, negative = inhibition, actives largely listed as inhibitors. GLS enzymatic activity, qHTS titration. 410,000 compounds, 0.21% hits. O94925; also: % is scaled to controls: 0 for no effect and ±100 for the full control effect
Target sequence (O94925 whole entry, looked up): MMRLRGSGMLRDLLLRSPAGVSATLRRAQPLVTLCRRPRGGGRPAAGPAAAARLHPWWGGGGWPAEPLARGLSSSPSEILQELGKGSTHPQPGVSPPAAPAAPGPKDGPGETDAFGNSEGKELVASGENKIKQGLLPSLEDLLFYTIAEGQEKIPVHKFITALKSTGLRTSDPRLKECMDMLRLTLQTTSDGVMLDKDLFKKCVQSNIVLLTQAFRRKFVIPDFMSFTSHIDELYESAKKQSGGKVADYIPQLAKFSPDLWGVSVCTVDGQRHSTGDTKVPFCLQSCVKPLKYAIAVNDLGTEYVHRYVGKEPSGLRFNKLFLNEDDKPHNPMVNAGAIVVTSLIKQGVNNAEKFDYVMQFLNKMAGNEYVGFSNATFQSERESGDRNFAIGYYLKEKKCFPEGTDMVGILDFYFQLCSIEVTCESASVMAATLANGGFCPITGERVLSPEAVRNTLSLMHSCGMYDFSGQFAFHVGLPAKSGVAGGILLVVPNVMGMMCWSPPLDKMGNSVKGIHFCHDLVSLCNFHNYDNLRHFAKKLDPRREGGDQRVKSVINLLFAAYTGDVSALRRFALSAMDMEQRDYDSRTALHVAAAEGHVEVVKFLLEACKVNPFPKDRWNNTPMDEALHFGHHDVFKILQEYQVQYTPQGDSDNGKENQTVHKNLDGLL
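hKGA; 45 mM KH2PO4 pH 8.2 + 0.02% Tween-20; cpd via pin tool; 1 mM Gln soln; GluOx/HRP/Amplex Red; RT 30 min; fluor. t0 & final.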
HP1b chromo inh – blocks HP1-beta chromodomain binding to methylated histone tails; AlphaScreen HP1-beta / biotin-H3K9me3 peptide binding; Potency, µM (top dose mostly 114 µM), without a hit: at the highest dose activity change, negative = inhibition, hits mostly inhibitors; 390,000 compounds, 0.56% hits; also: nearly all actives have a fitted effect of over 70% in size; inactives centre near 23
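AlphaScreen: HP1-beta (50 nM) preformed 30 min with biotin-H3(1-18)K9me3 peptide (50 nM) in PBS pH 7.4, 0.01% Tween-20. Compound added for 30 min at RT, then streptavidin donor/nickel chelate acceptor beads (10 ug/mL) for 30 min.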
BAZ2B block – BAZ2B (human) inhibition | Q9UIF8 | AlphaScreen BAZ2B-H3K14Ac peptide displacement | Potency, µM (titrated, usually from 114 µM), without a hit: top-dose activity change, negative = inhibition, actives largely listed as inhibitors | 360,000 compounds, 4.4% hits; also: % is scaled to controls: 0 for no effect and ±100 for the full control effect; nearly all actives have a fitted effect of over 60% in size
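In this displacement format the biotinylated H3(5-23) peptide acetylated at Lys14 serves as ligand at 50 nM, with BAZ2B at 50 nM in PBS pH 7.4 containing 0.01% Tween-20. Donor and acceptor beads are 10 ug/mL final.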
An asterisk follows results filed as active; i = inactive; ? = inconclusive; . = no result given; [ ] = another dose, or the depositor's remark. Unless noted, calls follow the shape of the dose curve; as a rule, active = well fitted curve in the direction sought with a large enough effect; inconclusive = small, poorly fitted or top-dose-only effect, or another doubt; inactive = no such curve, though single readings can be large; an effect the other way counts as inactive or inconclusive. Potency is read from the fitted curve at half-maximal effect.

The line under a structure holds: PGK inhibitor	Pin1 inhibitor	BLM inh	G9a block	POLI inh	JMJD2A Tudor inh	GLS inh	HP1b chromo inh	BAZ2B block
O=S(=O)(c1ccc2c(c1)OCCO2)N1CCN(c2cccc(Cl)c2)CC1
    -2.3%	-2.0%	0.3%	-39.2%[12.7 µM]	7.6%	4.2%	-16.3%	28.0%	5.2%
O=C(O)/C=C/C(=O)N(CC1CCCO1)C1CC(=O)N(c2c(Cl)cccc2Cl)C1=O (centres undefined)
    -6.6%	?	-3.0%	.	15.0%	-13.0%	61.8%[activator]	45.4%[activator]	-12.2%
CC(/C=C/c1ccco1)=N\NC(=O)c1cccc(Cl)c1
    -0.6%	-5.6%	2.8%	5.5%[59 µM]	24.2%	-30.6%	12.5%	-16.2%	6.5%
CCSc1ccc([C@@H]2[C@@H]3C(=O)N(CC)C(=O)[C@@H]3[C@]3(C(=O)OC)CCCCN23)cc1
    -1.4%	6.6%	.	6.4%[2.33 µM]	5.9%	-15.6%	2.1%	35.2%	-2.8%
COCCNC(=O)CN(C(=O)Cn1nnc2ccccc21)c1cc(C)cc(C)c1
    5.6%	-3.5%	-0.7%	.	14.7%	-2.8%	-1.4%	38.8%	7.3%
COc1ccc(F)cc1S(=O)(=O)Nc1cc2c3c(c1)CCN3C(=O)CC2
    -2.4%	-1.0%	.	44.7µM*	23.1%	-6.2%	1.0%	13.0%	-4.1%
Cc1cc(OCC(=O)N(Cc2cccs2)C2CCS(=O)(=O)C2)ccc1Cl (centres undefined)
    -4.3%	5.1%	-1.4%	.	18.3%	-15.5%	4.2%	21.5%	10.5%
CC(C)(C)NC(=O)C(c1ccc(O)cc1)N(Cc1ccccc1)C(=O)CCC(=O)Nc1nccs1 (centres undefined)
    i	-0.3%	-4.4%	21.3%	2.3%	-2.1%	2.1%	34.1%[activator]	-0.8%
Cn1c(=O)c2sccc2n2c(CCC(=O)NCc3ccccc3Cl)nnc12
    -6.7%	-0.8%	-4.4%	-1.3%[59 µM]	-20.7%	-16.0%	-13.9%	6.2%	-0.1%
C/C(Cl)=C/Cn1c(=O)c2c(nc(Br)n2Cc2ccccc2)n(C)c1=O
    i	-5.5%	-5.8%	-11.0%	16.1%	-2.7%	6.9%	20.3%	0.1%
S=c1nc(-c2ccc(Cl)cc2)[nH][nH]1
    i	0.8%	-1.1%	0.562µM*	23.7%	?	-8.8%	?	-26.5%
O=C(Oc1ccc(C(=S)N2CCOCC2)cc1)c1cccc(Cl)c1
    -4.8%	?	-10.4%	44.7µM*	109.5%[activator]	-22.4%	-1.5%	?	-29.7%
COc1ccc(CNC(=O)CCCOc2cc(=O)n(C)c3ccccc23)cc1
    -2.7%	-0.6%	-1.6%	25.8%	10.8%	-17.1%	6.7%	14.9%	4.3%
O=C(Nc1ccc(Br)cc1)C1C2C=CC3(O2)C1C(=O)N(CCN1CCCCC1)C3C(=O)NC1CCCCC1 (centres undefined)
    -4.7%	-14.0%	-1.2%	50.1µM*	28.9%	-17.9%	10.6%	1.5%	-16.4%
O=C(OCC1CCC=CO1)C1CCC=CO1 (centres undefined)
    -0.5%	3.0%	.	.	86.7%[activator]	-4.8%	-2.8%	18.5%	.
CC(=O)O[C@H]1C(=O)[C@@]2(C)C([C@H](OC(=O)c3ccccc3)[C@]3(O)C[C@H](OC(=O)[C@H](O)[C@@H](NC(=O)c4ccccc4)c4ccccc4)C(C)=C1C3(C)C)[C@]1(OC(C)=O)CO[C@@H]1C[C@H]2O (some centres undefined)
    -6.8%	?	-12.6%	?	36.1%[activator]	-19.7%	-14.2%	30.9%	-26.2%
COc1ccc(C(=O)COC(=O)c2ccc(NC(=O)c3ccccc3)cc2)cc1
    10.1%	-1.7%	0.3%	82.7%[activator][59 µM]	22.5%	-6.7%	9.6%	30.5%	0.2%[57.1 µM]
Cc1ccc(N(C)C(=O)N2CCN(S(=O)(=O)c3ccc4ccccc4c3)CC2)cc1
    4.4%	0.4%	-1.1%	?	13.3%	-22.1%	3.6%	5.4%	-9.9%
CCN(CC)c1ccc(C(=O)NNC(=O)C2CSC3(C)CCC(=O)N23)cc1 (centres undefined)
    5.3%	8.5%	.	20.2%[12.7 µM]	2.6%	-6.5%	31.3%[activator]	43.1%[activator]	-6.9%
COc1ccc(C)c2sc(NC(=O)CCS(=O)(=O)c3ccccc3)nc12
    -5.6%	41.0%[activator]	-11.0%	?	6.0%	-13.9%	1.2%	14.5%	-27.5%
CCC(=O)Nc1cccc(-c2nnc(SCC(=O)c3ccccc3)n2C)c1
    -8.7%	-1.4%	-2.3%	?	6.4%	39.8µM*	0.9%	?	.
O=C(O)CC1(CC(=O)Nc2ccc3c(c2)C(=O)OC3)CCCCC1
    -7.0%	-4.0%	0.8%	.	23.9%	1.0%	-0.6%	46.7%[activator]	0.6%
O=C(C1CCCCC1)N(Cc1cccnc1)c1nc2ccc(Cl)cc2s1
    2.3%	?	-5.5%	7.7%[59 µM]	3.6%	1.3%	2.4%	26.5%	-8.2%
CCOc1cc(N2CCOCC2)c(OCC)cc1NC(=O)COC(=O)CCOc1ccc(C(C)(C)C)cc1
    5.2%	-10.6%	.	4.3%[0.501 µM]	11.7%	20µM*	-5.6%	?	35.5µM*
CCOc1ccc(NC(=O)Cn2nc(Cc3cccnc3)c3ccccc3c2=O)cc1
    -8.0%	7.2%	-11.5%	-0.9%[59 µM]	11.3%	-15.2%	1.1%	42.2%[activator]	-25.2%
CN(Cc1ccccc1)C(=O)c1ccc(NC(=O)c2ccccc2)cc1
    -9.3%	1.0%	-1.0%	21.2%	21.1%	-13.1%	7.0%	9.4%	-2.9%
O=C1CSC(c2ccncc2)N1Cc1ccccc1 (centres undefined)
    -1.8%	4.6%	-1.0%	-16.2%	?	-16.0%	6.4%	1.8%	-33.6%
O=C(O)CCCC(=O)Nc1cccc(-c2nc3ccccc3[nH]2)c1
    4.6%	5.1%	2.2%	3.6%	9.4%	-2.7%	-3.1%	25.5%	0.5%
CC(=O)N1CCN(S(=O)(=O)c2ccc(Cl)cc2F)CC1
    4.9%	-6.0%	-0.8%	1.6%	181.3%[activator]	8.8%	-0.2%	23.7%	-10.5%
COc1cc(/C=N/NC(=O)c2cc[n+]([O-])cc2)cc(OC)c1OC
    5.1%	0.0%	-3.7%	-1.6%	15.2%	-6.2%	8.9%	36.7%	-27.0%

More results follow.
Keys – A = PGK inhibitor; B = Pin1 inhibitor; C = BLM inh; D = G9a block; E = POLI inh; F = JMJD2A Tudor inh; G = GLS inh; H = HP1b chromo inh; I = BAZ2B block
SMILES: Cc1oc(=O)c(NC(=O)c2ccccc2)cc1C(C)O (centres undefined)
  A: 1.5%; B: -2.7%; C: 0.6%; D: 4.2%; E: -2.7%; F: -14.0%; G: 7.0%; H: 26.3%; I: -19.0%
SMILES: CCOc1ccccc1NC(=O)c1cc(S(=O)(=O)N2CCOCC2)cn1C
  A: -3.0%; B: -3.6%; C: -1.0%; D: -7.9%[59 µM]; E: 8.8%; F: -1.6%; G: 0.6%; H: 21.1%; I: -12.9%
SMILES: O=c1c2c(-c3ccccc3)csc2ncn1/N=C/c1c2ccccc2cc2ccccc12
  A: i; B: ?; C: -5.6%; D: ?; E: 33.2%[activator]; F: -27.6%; G: 1.5%; H: 8.4%; I: ?
SMILES: Cc1ccccc1NC(=O)CSc1nc2c(c(=O)n(C)c(=O)n2C)n1Cc1ccccc1F
  A: .; B: -4.5%; C: -4.7%; D: -4.8%[59 µM]; E: ?; F: 4.9%; G: -0.1%; H: 36.4%; I: -18.0%
SMILES: Cc1ccccc1CC(=O)Nc1ccc2c(c1)CCC2
  A: -10.6%; B: 6.5%; C: 1.9%; D: 2.5%; E: 14.8%; F: -0.7%; G: -5.1%; H: 28.1%; I: -5.5%
SMILES: COc1ccc(CCNC(=O)C(CC(C)C)N2Cc3ccccc3C2=O)c(OC)c1OC (centres undefined)
  A: -2.4%; B: -7.6%; C: -0.2%; D: -4.2%[59 µM]; E: 5.8%; F: 7.3%; G: 0.2%; H: 27.5%; I: 1.1%

By substructure: the entries above with an aryl methoxy group
Keys – A = PGK inhibitor; B = Pin1 inhibitor; C = BLM inh; D = G9a block; E = POLI inh; F = JMJD2A Tudor inh; G = GLS inh; H = HP1b chromo inh; I = BAZ2B block
SMILES: COc1ccc(F)cc1S(=O)(=O)Nc1cc2c3c(c1)CCN3C(=O)CC2
  A: -2.4%; B: -1.0%; C: .; D: 44.7µM*; E: 23.1%; F: -6.2%; G: 1.0%; H: 13.0%; I: -4.1%
SMILES: COc1ccc(CNC(=O)CCCOc2cc(=O)n(C)c3ccccc23)cc1
  A: -2.7%; B: -0.6%; C: -1.6%; D: 25.8%; E: 10.8%; F: -17.1%; G: 6.7%; H: 14.9%; I: 4.3%
SMILES: COc1ccc(C(=O)COC(=O)c2ccc(NC(=O)c3ccccc3)cc2)cc1
  A: 10.1%; B: -1.7%; C: 0.3%; D: 82.7%[activator][59 µM]; E: 22.5%; F: -6.7%; G: 9.6%; H: 30.5%; I: 0.2%[57.1 µM]
SMILES: COc1ccc(C)c2sc(NC(=O)CCS(=O)(=O)c3ccccc3)nc12
  A: -5.6%; B: 41.0%[activator]; C: -11.0%; D: ?; E: 6.0%; F: -13.9%; G: 1.2%; H: 14.5%; I: -27.5%
SMILES: COc1cc(/C=N/NC(=O)c2cc[n+]([O-])cc2)cc(OC)c1OC
  A: 5.1%; B: 0.0%; C: -3.7%; D: -1.6%; E: 15.2%; F: -6.2%; G: 8.9%; H: 36.7%; I: -27.0%
SMILES: COc1ccc(CCNC(=O)C(CC(C)C)N2Cc3ccccc3C2=O)c(OC)c1OC (centres undefined)
  A: -2.4%; B: -7.6%; C: -0.2%; D: -4.2%[59 µM]; E: 5.8%; F: 7.3%; G: 0.2%; H: 27.5%; I: 1.1%

This is a subset; rates above refer to the full screens.
